# Spn DPM-DC inh: S. pneumoniae DPM-DC inhibition | purified DPM-DC, PK/LDH coupled NADH fluorescence | calls only at 10 µM | 65,000 compounds, 0.49% hits | AID 556;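 active = the 320 compounds with the highest percent inhibition in the single-dose primary screen, excluding strongly autofluorescent ones, cut at about 32% in these data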;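 note: kinetic rate of NADH fluorescence loss reporting ADP formed by the decarboxylase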
# PMK inhibit: S. pneumoniae PMK inhibition | purified PMK, PK/LDH-coupled NADH absorbance 340 nm | inhibition, % at 10 µM | 65,000 compounds, 0.49% hits | AID 539;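 active = top-ranked compounds by inhibition in the single 10 µM screen, taking a fixed number of the strongest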;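 note: 0% = full reaction with DMSO carrier and 100% = background rate without enzyme reaction; no value below 0 was filed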
# KRASV12 cytotoxicity: cytotoxicity in KRAS-transformed pancreatic duct cells, primary screen, cell-based, fluorescence, HTS (AID 431) | HPDE-C7K KRASV12 cells, Alamar Blue viability, 48 h; higher % means a stronger effect | 63,000 compounds, 1.7% hits | cytotoxicity, % at 10 µM; hits with a dose series show EC50 in µM;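 active = compounds whose percent cytotoxicity in the single-dose primary screen, scaled between solvent and toxic-drug controls, exceeds 50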;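 note: 0% = DMSO solvent wells and 100% = doxorubicin-treated wells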
# MK inhibit: inhibitors of Streptococcus pneumoniae mevalonate kinase; AID 555; 65,000 compounds, 0.48% hits; purified MK, PK/LDH-coupled NADH absorbance 340 nm; inhibition, % at 10 µM;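 active = ranked among the strongest by inhibition in the single 10 µM screen, a fixed top-ranked set picked for dose follow-up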; note: no value below 0 was filed
# Alkaline phosphatase: inhibition of tissue-nonspecific alkaline phosphatase – biochemical, luminescent (AID 518); purified TNAP enzyme, luminescent substrate readout; higher % means a stronger effect; inhibition, % at 20 µM; hits with a dose series show IC50 in µM; 64,000 compounds, 0.09% hits; in the data active = a potency from the dose series; inactive = the rest, 99 in 100 with inhibition below about 22%;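 note: plate controls were vehicle for no effect and reference inhibitor for full effect; many of its hits are not listed in these tables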
# Bfl-1 displacement: displacement of Bid BH3 peptide from Bfl-1 – biochemical, fluorescence polarization, FITC-Bid, mouse, primary screen (AID 432) | 64,000 compounds, 0.02% hits | displacement, % at 20 µM; hits with a dose series show IC50 in µM | FITC-Bid BH3 peptide fluorescence polarization displacement; higher % means a stronger effect; in the data active = a potency from the dose series; inactive = the rest, 99 in 100 with displacement below about 15%; note: strong numbers were not always called active
# HT1080 viability: cytotoxicity in HT1080 fibrosarcoma cells, cell-based, fluorescence readout (AID 620). 87,000 compounds, 0.42% hits. HT1080 viability, fluorescence; higher % means a stronger effect. one-dose cytotoxicity, % at 10 µM; EC50 in µM for titrated hits;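 note: cells exposed to compound overnight then 4 h with Alamar Blue; 0% = vehicle DMSO and 100% = killing control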
# LYP inhibition: LYP phosphatase inhibitors, primary screen, biochemical, DiFMUP fluorescence, recombinant catalytic domain, 10 µM (AID 606); inhibition, % at 10 µM, or IC50 in µM where a hit was titrated; recombinant LYP catalytic domain, DiFMUP fluorescence; higher % means a stronger effect; 52,000 tested, under 10 active;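 active = IC50 under 40 µM in the dose-response test; inactive = IC50 of 40 µM or more, or never dose-tested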
# HPDE-C7 cytotoxicity: HPDE-C7 pancreatic duct cell viability loss – fluorescence, HTS (AID 430) | HPDE-C7 pancreatic duct cells viability, fluorescence; higher % means a stronger effect | 63,000 compounds, 1.8% hits | cytotoxicity, % at 10 µM; hits with a dose series show EC50 in µM;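 note: cells exposed to compound for 48 hours before viability readout; 0% = vehicle and 100% = reference cytotoxic drug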
# PMK inhibit pilot replicates: second read-out of PMK inhibit, no call of its own (marks repeat the call); inhibition, %; measured here: pilot screen replicates
# MK inhibit pilot replicates: also measured in MK inhibit; calls as there; inhibition, %; measured here: pilot screen replicates
# Spn DPM-DC inh pilot screen %: further read-out of Spn DPM-DC inh, marked with its call; inhibition, %; measured here: pilot screen trials
# The depositor's hits bear a star; i = inactive; nt = not tested or not shown. Cut-off read from the data, not from the text of the source, unless noted: active = cytotoxicity above about 50%; inactive = the rest. Compounds as they come, and some 3.5% of all compounds hit somewhere here.
SMILES,Spn DPM-DC inh,PMK inhibit,KRASV12 cytotoxicity,MK inhibit,Alkaline phosphatase,Bfl-1 displacement,HT1080 viability,LYP inhibition,HPDE-C7 cytotoxicity,others
O=C(Nc1ccc(N2CCOCC2)c(Cl)c1)C1CCCCC1,i,11.0,0.3%,8.0,0.0%,-2.7%,12.1%,5.0%,1.2%,
CNC(=O)N(C1=NCC(C)(C)S1)c1ccc(F)c(Cl)c1,i,14.0,-3.2%,11.0,7.8%,1.2%,0.0%,-21.7%,11.5%,
COc1cccc(Oc2ccc(N)cn2)c1,i,3.0,10.8%,11.0,11.0%,-0.3%,11.5%,5.1%,8.3%,PMK inhibit pilot replicates=1.5;MK inhibit pilot replicates=0.0;Spn DPM-DC inh pilot screen %=0.0
CC(C)CC(=O)NC1(C(F)(F)F)C(=O)Nc2c1c(=O)[nH]c(=O)n2Cc1ccco1 (stereo not given),i,11.0,nt,10.0,12.0%,-3.1%,-5.7%,3.0%,nt,
FC(F)(F)c1cccnc1N1CCN(c2ncnc3nc[nH]c23)CC1,i,0.0,5.3%,9.0,1.6%,4.0%,-0.3%,14.0%,-5.7%,
COC(=O)Cc1csc(Nc2c(C)n(C)n(-c3ccccc3)c2=O)n1,i,12.0,nt,9.0,6.7%,1.2%,-0.4%,nt,nt,
COCc1cc(C)nc(NC2CCCCC2)c1C#N,nt,6.0,-12.3%,1.0,16.4%,-6.6%,0.6%,17.2%,-31.0%,
O=C(CSc1nc2ccccc2c(=O)n1CCCC(=O)N1CCCC1)NCc1ccco1,i,11.0,-1.5%,10.0,-3.8%,-2.3%,1.0%,-5.8%,-4.2%,
C=CCn1c(=O)/c(=C/c2ccc(C)o2)s/c1=C(/C#N)C(=O)c1ccccc1,i,6.0,4.6%,7.0,17.4%,-13.2%,12.1%,9.2%,-0.2%,
C=CCNC(=O)C1CC(=O)N(c2ccc(OCC(=O)Nc3ccccc3)cc2)C1 (stereo not given),i,10.0,-12.1%,1.0,6.2%,2.1%,-2.6%,6.8%,-8.6%,
CC1CC(C)CN(C(=O)Cn2c(=O)n(CCCCC(=O)NC3CCCC3)c(=O)c3ccccc32)C1 (stereo not given),i,14.0,-3.9%,0.0,0.5%,5.5%,6.0%,-4.2%,-1.1%,
CC(=O)N1CCc2cc(S(=O)(=O)NCCC(=O)NC3CCCc4ccccc43)ccc21 (stereo not given),i,5.0,4.1%,5.0,12.2%,5.4%,-9.8%,4.7%,-5.2%,PMK inhibit pilot replicates=0.0;MK inhibit pilot replicates=3.5;Spn DPM-DC inh pilot screen %=0.5
COc1ccc(NC(=O)C23CCC(C)(C(=O)C2)C3(C)C)cc1 (stereo not given),i,21.0,-37.2%,12.0,1.7%,-1.2%,14.2%,-8.7%,-40.1%,PMK inhibit pilot replicates=0.0;MK inhibit pilot replicates=0.0;Spn DPM-DC inh pilot screen %=0.5
O=C(O)C1C(c2ccccc2)C(C(=O)OCc2ccco2)C1c1ccccc1 (stereo not given),i,6.0,2.0%,3.0,11.5%,11.8%,0.2%,14.2%,5.6%,
CC1(C(=O)NC2CCCC2)CCC(=O)N1Cc1ccccc1 (stereo not given),i,10.0,-1.7%,0.0,3.0%,-8.4%,-6.7%,9.3%,4.8%,
CCOc1ccc(C(=O)NCc2ccncc2)cc1OCC,i,19.0,-15.7%,5.0,9.0%,-7.8%,0.5%,nt,-13.5%,
Cc1[nH]c(=O)[nH]c(=O)c1CSc1nnc(CCCCCNC(=O)OC(C)(C)C)o1,i,4.0,1.0%,8.0,5.1%,-7.1%,-6.1%,nt,-3.3%,
COC(=O)CCC(=O)COc1ccccc1C#N,i,9.0,11.7%,11.0,10.3%,-7.0%,2.2%,nt,6.2%,
COc1ccc2c(c1)CCc1c(C(=O)NCc3ccco3)noc1-2,i,9.0,-9.8%,0.0,8.4%,-8.1%,2.4%,nt,-0.8%,
Cc1cc2n(n1)C(c1ccc3c(c1)OCO3)Nc1c(C)cccc1-2 (stereo not given),i,7.0,30.6%,12.0,8.4%,0.2%,-1.4%,nt,16.7%,
COc1ccc(-n2c(Cc3cc(=O)[nH]c(=O)[nH]3)nnc2SCC(=O)Nc2ccccc2)cc1,i,2.0,7.0%,0.0,8.2%,3.7%,-8.5%,-1.5%,-1.5%,
CC(Sc1ccc(Br)cc1)C(N)=O (stereo not given),i,0.0,-1.7%,6.0,8.5%,-10.0%,-8.7%,nt,2.0%,
Cc1ccc(-c2nc3ccccc3c(=O)n2CCCN2CCOCC2)cc1,i,10.0,3.7%,7.0,7.8%,-4.0%,0.3%,-5.4%,-7.7%,
CCCOc1ccc2c3c(c(=O)oc2c1)CCCC3,nt,1.0,-12.2%,11.0,11.2%,2.6%,-1.8%,-0.3%,-3.7%,
CC(C)N(Cc1nc(-c2ccccc2)no1)C(=O)C(C)(C)C,i,15.0,-13.7%,4.0,9.6%,-0.4%,0.0%,7.8%,9.1%,

# Overlap with the part before: 6 entries, followed by the next part.
SMILES,Spn DPM-DC inh,PMK inhibit,KRASV12 cytotoxicity,MK inhibit,Alkaline phosphatase,Bfl-1 displacement,HT1080 viability,LYP inhibition,HPDE-C7 cytotoxicity,others
Cc1cc2n(n1)C(c1ccc3c(c1)OCO3)Nc1c(C)cccc1-2 (stereo not given),i,7.0,30.6%,12.0,8.4%,0.2%,-1.4%,nt,16.7%,
COc1ccc(-n2c(Cc3cc(=O)[nH]c(=O)[nH]3)nnc2SCC(=O)Nc2ccccc2)cc1,i,2.0,7.0%,0.0,8.2%,3.7%,-8.5%,-1.5%,-1.5%,
CC(Sc1ccc(Br)cc1)C(N)=O (stereo not given),i,0.0,-1.7%,6.0,8.5%,-10.0%,-8.7%,nt,2.0%,
Cc1ccc(-c2nc3ccccc3c(=O)n2CCCN2CCOCC2)cc1,i,10.0,3.7%,7.0,7.8%,-4.0%,0.3%,-5.4%,-7.7%,
CCCOc1ccc2c3c(c(=O)oc2c1)CCCC3,nt,1.0,-12.2%,11.0,11.2%,2.6%,-1.8%,-0.3%,-3.7%,
CC(C)N(Cc1nc(-c2ccccc2)no1)C(=O)C(C)(C)C,i,15.0,-13.7%,4.0,9.6%,-0.4%,0.0%,7.8%,9.1%,
COc1ccc(CCNC(=O)CCN2C(=O)C3CC=CCC3C2=O)cc1OC (stereo not given),i,14.0,9.6%,3.0,18.9%,-1.6%,-8.3%,9.3%,7.9%,PMK inhibit pilot replicates=0.0;MK inhibit pilot replicates=0.5;Spn DPM-DC inh pilot screen %=0.0
CC(CC(=O)Nc1ccncc1)c1ccccc1 (stereo not given),i,0.0,0.4%,9.0,2.1%,2.6%,1.1%,-4.5%,5.4%,
CCCNc1nc2c(c(=O)n(C)c(=O)n2C)n1Cc1cccc(C)c1,i,11.0,-8.4%,10.0,13.2%,-0.3%,4.4%,nt,-8.8%,PMK inhibit pilot replicates=2.0;MK inhibit pilot replicates=1.0;Spn DPM-DC inh pilot screen %=3.5
COC(=O)c1ccc(C2/C(=C(\O)c3cccc(OC)c3)C(=O)C(=O)N2CCCN(C)C)cc1 (stereo not given),i,6.0,-6.9%,10.0,7.0%,1.5%,-2.1%,10.0%,-12.3%,
O=C(CC1OC(=O)c2ccccc21)Nc1ccccc1N1CCOCC1 (stereo not given),i,9.0,4.3%,7.0,13.7%,-0.3%,5.0%,11.8%,0.2%,
CCSc1nnc(Cn2c(=O)sc3ccccc32)n1-c1ccccc1C,i,7.0,5.1%,6.0,8.6%,-6.6%,7.3%,nt,1.8%,
Cc1cc(C(=O)Nc2c(C)n(C)n(-c3ccccc3)c2=O)cs1,i,4.0,6.8%,3.0,8.2%,-0.8%,-3.1%,1.6%,8.7%,
CC(C)(C)C(=O)/C(C#N)=c1\s/c(=C\c2ccncc2)c(=O)n1CCCN1CCOCC1,i,10.0,8.2%,0.0,8.0%,-2.0%,-3.5%,nt,5.5%,
CCc1nnc(NC(=O)C2CCCN2S(=O)(=O)c2ccccc2)s1 (stereo not given),i,0.0,nt,6.0,nt,nt,-2.8%,13.2%,nt,
O=C1CN(C(=O)CSc2nnc(-c3ccccc3)n2Cc2ccc3c(c2)OCO3)c2ccccc2N1,i,9.0,-16.0%,0.0,-4.9%,-9.0%,9.1%,-9.6%,-19.3%,
Cc1cc(C)n(C(=O)c2ccc(NC(=O)C3CC3)cc2)n1,i,12.0,-5.0%,5.0,-2.4%,3.4%,3.1%,2.8%,-8.8%,
COC(=O)c1cc2occc2n1CC(=O)Nc1ccc(C)cc1C,i,8.0,3.9%,4.0,4.6%,1.6%,2.9%,5.1%,-1.6%,
O=C(Nc1cccc(C(F)(F)F)c1)N1CCC(c2nc(-c3ccc(F)cc3)no2)CC1,i,10.0,28.7%,0.0,5.3%,3.0%,-1.2%,-2.8%,21.7%,
O=S(=O)(NCCc1cn2ccccc2n1)c1ccc2c(c1)OCCO2,i,17.0,-0.5%,16.0,8.6%,3.8%,-0.8%,nt,9.5%,
O=C(Cc1ccc(Br)cc1)N1CCN(c2ccccc2)CC1,i,0.0,-9.5%,0.0,7.1%,-6.4%,-0.1%,-0.2%,-5.8%,
O=C(NCc1ccco1)C(c1ccccc1)N(CC1CCCO1)C(=O)Cn1nnc2ccccc21 (stereo not given),i,5.0,-11.2%,10.0,5.6%,-3.3%,-2.4%,2.0%,-14.9%,
CCSC1=C(C#N)C(c2ccccc2Cl)CC(=O)N1 (stereo not given),i,10.0,3.2%,10.0,18.9%,1.2%,nt,6.5%,-6.2%,
Cc1occc1C(=O)N1CCN(S(C)(=O)=O)CC1,i,0.0,-2.1%,5.0,7.3%,5.4%,0.3%,-12.4%,4.2%,
CC(=O)C1=C(C)NC(SCC(=O)c2cc(Cl)ccc2Cl)=C(C#N)C1c1ccco1 (stereo not given),i,5.0,60.7%*,2.0,14.5%,-11.2%,-14.7%,-4.7%,53.0%*,
O=S(=O)(Nc1nccs1)c1cc(Cl)ccc1Cl,i,4.0,14.2%,13.0,14.6%,-1.4%,5.6%,nt,21.8%,
O=S(=O)(Nc1ncccc1O)c1ccc(Cl)cc1,i,2.0,-16.0%,12.0,5.0%,-7.7%,10.2%,-4.6%,-4.6%,
CS(=O)(=O)Nc1ccccc1C(=O)NC1CC2CCC1C2 (stereo not given),nt,8.0,-9.5%,8.0,7.5%,2.8%,2.8%,10.7%,1.2%,
Cc1ccc(S(=O)(=O)C(C#N)c2nc3ccccc3nc2N2CCCCC2)cc1 (stereo not given),i,0.0,0.6%,8.0,10.9%,30.2%,nt,nt,-17.3%,PMK inhibit pilot replicates=1.5;MK inhibit pilot replicates=0.0;Spn DPM-DC inh pilot screen %=8.0
CCCCS(=O)(=O)/C=C\C=C/S(=O)(=O)CCCC,i,0.0,111.5%*,5.0,3.5%,1.2%,94.0%*,nt,111.2%*,

# Screening results deposited in PubChem by several laboratories.
